Assay outcomes: PubChem BioAssay, The Scripps Research Institute Molecular Screening Center
TAAR1 antag: human TAAR1 antagonism | AID 624466 | CHO RD-HGA16 TAAR1, Fluo-8 calcium fluorescence, antagonist | 360,000 compounds, 1.5% hits | Q96RJ0 | inhibition, % at 3 µM;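 active = inhibition above a per-plate cutoff, the mean inhibition of test compounds on that plate plus 3 SD, cut at about 49% in these data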;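 also: 0% = DMSO plus EC80 beta-PEA response and 100% = DMSO alone without agonist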
Target sequence (Q96RJ0 whole entry, looked up): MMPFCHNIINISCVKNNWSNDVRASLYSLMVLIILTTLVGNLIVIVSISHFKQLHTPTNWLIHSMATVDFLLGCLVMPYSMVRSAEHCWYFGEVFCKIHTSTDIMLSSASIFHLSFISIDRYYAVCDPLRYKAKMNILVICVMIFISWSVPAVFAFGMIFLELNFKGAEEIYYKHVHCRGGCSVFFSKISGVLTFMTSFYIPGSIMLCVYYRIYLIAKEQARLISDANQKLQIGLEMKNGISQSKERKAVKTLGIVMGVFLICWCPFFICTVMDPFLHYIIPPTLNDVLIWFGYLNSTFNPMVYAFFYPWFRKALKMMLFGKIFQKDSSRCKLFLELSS
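System: CHO RD-HGA16 cells bearing hTAAR1. Reagent: EC80 β-phenethylamine stimulus. Schedule: seeding 17-24 h prior, 75-min 37 °C, 30-min RT dye loading. Signal: Fluo-8 intracellular calcium dye fluorescence, real-time kinetic reads. Read-out: % inhibition from peak post-agonist over basal fluorescence ratio. Benchmarks: vehicle wells and EC80 agonist wells. Replicates: n of 1.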
CHO-K1 Ca PAM: nonselective activator or artifact in parental CHO-K1 calcium assay. activation, % at 3 µM. 360,000 compounds, 0.02% hits. ATP EC20, Fluo-8 calcium fluorescence; 0% at ATP EC20, 100% at ATP max;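 active = activation above the run cutoff, the mean activation of all test compounds plus 3 SD, cut at about 40% in these data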;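 also: peak over basal fluorescence ratio in a 140 s read after ATP addition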
TAAR1 agonist: agonists of human TAAR1; Q96RJ0; 360,000 compounds, 0.99% hits; CHO RD-HGA16 TAAR1, Fluo-8 calcium fluorescence; vehicle wells 0%, saturating PEA agonist 100%; activation, % at 3 µM;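 active = activation above the mean activation of all test compounds in the run plus 3 SD, cut at about 38% in these data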
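System: CHO RD-HGA16 cells carrying human TAAR1 plus Gα16; Incubation: 17-24 h seeding, 75 min 37 °C dye, 30 min RT; Measured by: Fluo-8 fluorescence, 5 s baseline then 140 s kinetic read; Control set: DMSO and PEA EC100; Replication: single well for each compound.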
CHO-K1 Ca ag: nonselective activator or artifact in parental CHO-K1 cells; Fluo-8 calcium fluorescence; scaled to maximal ATP response, vehicle zero; activation, % at 3 µM; 360,000 compounds, 0.48% hits; AID 602248; in the data active = activation above about 15%;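 also: untransfected CHO-K1 host cells lacking M1 receptor as counterscreen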
M1 PAM: human CHRM1 positive allosteric modulation; 360,000 compounds, 0.088% hits; CHO-K1 hM1, Fluo-8 calcium fluorescence, ACh EC20; 0% = ACh EC20, 100% = maximal ACh; activation, % at 3 µM; P11229; AID 588819; in the data active = activation above about 19%, passing the limit was not always enough
Target sequence (P11229 whole entry, looked up): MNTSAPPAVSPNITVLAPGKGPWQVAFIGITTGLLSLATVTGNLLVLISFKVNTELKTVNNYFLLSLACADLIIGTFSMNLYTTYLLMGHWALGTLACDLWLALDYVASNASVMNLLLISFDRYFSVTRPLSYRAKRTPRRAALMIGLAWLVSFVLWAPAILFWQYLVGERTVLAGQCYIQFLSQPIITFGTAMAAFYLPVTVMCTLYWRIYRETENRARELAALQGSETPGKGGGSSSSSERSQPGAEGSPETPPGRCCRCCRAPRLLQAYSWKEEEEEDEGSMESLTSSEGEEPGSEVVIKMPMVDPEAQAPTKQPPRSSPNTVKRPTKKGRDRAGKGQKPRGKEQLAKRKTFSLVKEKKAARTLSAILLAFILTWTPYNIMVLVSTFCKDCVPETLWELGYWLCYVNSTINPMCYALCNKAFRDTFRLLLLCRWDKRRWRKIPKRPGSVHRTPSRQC
M1 antag: blocks human M1 muscarinic receptor; 360,000 compounds, 1.3% hits; inhibition, % at 3 µM; P11229; CHO-K1 hM1, Fluo-8 calcium fluorescence, ACh EC80 antagonist;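 active = percent inhibition above its own plate's cutoff, namely the mean of that plate's compound wells plus 3 SD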;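 also: peak over basal fluorescence ratio during 140 s after agonist addition; 0% = ACh EC80 plus DMSO and 100% = DMSO alone without agonist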
CHO-K1 Ca antag: nonselective inhibitor or artifact in parental CHO-K1 cells; ATP-induced calcium, Fluo-8 fluorescence; inhibition, % at 3 µM; 360,000 compounds, 0.6% hits; AID 602250;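 active = inhibition above a per-plate cutoff, the plate's mean sample inhibition plus 3 SD, cut at about 24% in these data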;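 also: 0% = DMSO plus EC80 ATP and 100% = DMSO alone without ATP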
CHO parental Ca: counter-screen for OX1R antagonists: effect in parental CHO cells; parental CHO-K1, ATP-induced calcium, Fluo-8 fluorescence; inhibition, % at 5.6 µM; 330,000 compounds, 0.63% hits;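 active = inhibition above that plate's mean sample inhibition plus 3 SD, cut at about 26% in these data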;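 also: 0% = ATP-challenged DMSO wells and 100% = DMSO wells without ATP; some compounds past the cut are filed as inactive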
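Material – parental CHO cells · Reagent – ATP stimulus · Compound – single nominal dose of 5.6 µM per compound · Detection – Fluo-8 fluorescence · Read-out basis – percent inhibition of calcium signal · Controls – ATP-challenged DMSO wells low, unchallenged DMSO wells high · Repeats – no replicates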
M1 ag: agonists of human M1 muscarinic receptor. CHO-K1 hM1, Fluo-8 calcium fluorescence, agonist mode; 0% DMSO, 100% acetylcholine EC100. activation, % at 3 µM. 360,000 compounds, 0.33% hits. AID 588814;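 active = activation above the run's mean compound activation plus 3 SD, cut at about 16% in these data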;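 also: peak over basal fluorescence ratio within a 140 s kinetic read after compound addition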
* marks the source's active call; other numbers are inactive results; nt = no result given. This is a random part of the collection (roughly 4.4% active in at least one column).

compound	TAAR1 antag	CHO-K1 Ca PAM	TAAR1 agonist	CHO-K1 Ca ag	M1 PAM	M1 antag	CHO-K1 Ca antag	CHO parental Ca	M1 ag
O=c1cc(CN2CCN(c3ccccc3F)CC2)c2c(ccc3ccccc32)o1	-10	-13	2	-0.4	-10	-1	19	nt	-5
CC(C)C(OC(=O)c1ccco1)C(=O)NCc1ccc2c(c1)OCO2 (stereo not drawn)	-3	3	0	0.6	5	-11	-11	7	-7
COc1cccc(CNC(=O)c2ccc(CS(=O)(=O)Cc3ccc(C)cc3)o2)c1	-20	4	1	1.6	4	-5	-6	-18	-2
C=CCN(CC=C)C(=S)NC(=O)c1ccc([N+](=O)[O-])cc1	-13	0	2	-0.2	-6	8	5	-5	-5
Cc1ccc(-n2c(SCC(=O)O)nc3sc4c(c3c2=O)CC(C)(C)SC4)cc1	1	22	1	0.2	10	-19	-10	nt	-1
CCCNc1ncnc2sc(C)c(C)c12	-7	-7	4	2.8	-6	-23	5	-9	0
Cc1ccc(Nc2nc(Cl)nc(N(C)C#N)n2)cc1	-23	12	25	0.0	7	-18	-13	-28	-4
COC(=O)c1ccc(N2CCN(c3ccccc3)CC2)c(N)c1	3	18	0	1.0	10	-10	-4	3	-4
C[C@@H]1CCCCO[C@@H](CN(C)C(=O)CCCN(C)C)[C@@H](C)CN([C@H](C)CO)C(=O)c2cc(NC(=O)CCC(F)(F)F)ccc2O1	9	8	0	2.8	-4	3	1	nt	-6
CCC(Sc1nc2c(c(=O)[nH]1)CCC2)C(=O)Nc1cccc(OC)c1 (stereo not drawn)	1	-1	5	-0.3	-2	11	-4	-14	-4
CC1(NC(=O)Cn2cc(C(F)(F)F)ccc2=O)CCS(=O)(=O)C1 (stereo not drawn)	-9	8	-1	0.3	7	-8	-13	-2	-2
CCCCCCCCN1C(=O)[C@H](CC(=O)NCc2ccc(C)o2)C[C@@]2(C(=O)OC)CCCCC=C12	-17	2	-2	0.2	nt	nt	-38	nt	nt
O=C1Nc2cc(Cl)c(Cl)cc2N(O)N1c1ccccc1Cl	5	19	8	0.9	6	-6	-15	-2	-4
Cc1ccc2oc(C(=O)NC3CCS(=O)(=O)C3)c(C)c2c1 (stereo not drawn)	-6	-1	1	0.6	1	-1	3	nt	-1
O=C(NCCc1c[nH]c2ccccc12)/C(=C/c1cccnc1)NC(=O)c1cccs1	-4	1	0	0.0	8	-1	-3	-11	-2

Ordered by SMILES length (ascending): 3 of the compounds above.
compound	TAAR1 antag	CHO-K1 Ca PAM	TAAR1 agonist	CHO-K1 Ca ag	M1 PAM	M1 antag	CHO-K1 Ca antag	CHO parental Ca	M1 ag
Cc1ccc(Nc2nc(Cl)nc(N(C)C#N)n2)cc1	-23	12	25	0.0	7	-18	-13	-28	-4
C=CCN(CC=C)C(=S)NC(=O)c1ccc([N+](=O)[O-])cc1	-13	0	2	-0.2	-6	8	5	-5	-5
Cc1ccc(-n2c(SCC(=O)O)nc3sc4c(c3c2=O)CC(C)(C)SC4)cc1	1	22	1	0.2	10	-19	-10	nt	-1

Next part:
compound	TAAR1 antag	CHO-K1 Ca PAM	TAAR1 agonist	CHO-K1 Ca ag	M1 PAM	M1 antag	CHO-K1 Ca antag	CHO parental Ca	M1 ag
COc1ccc(NC(=O)CN2C(=O)NC3(CCCC3)C2=O)cc1OC	11	6	1	0.5	1	3	-18	-9	-2
Cc1ccc(COc2ccsc2-c2n[nH]c(=S)n2C)cc1	-5	-3	9	0.2	-3	2	9	-1	-7
CC(NC(=O)Nc1ccccc1)C(c1cccs1)N1CCOCC1 (stereo not drawn)	-20	15	0	0.4	3	-7	-6	-3	-2
O=C(O)c1ccc(NC(=O)c2cccc(C(=O)Nc3ccc(C(=O)O)cc3)c2)cc1	-12	-3	5	0.7	5	-6	11	4	-4
O=C(O)c1ccccc1OCCOCCOc1ccccc1C(=O)O	-3	6	4	-0.1	2	-8	-25	5	0
CCN(CC)S(=O)(=O)c1ccc2oc(SCC3CN=C(c4ccc(OC)cc4)S3)nc2c1 (stereo not drawn)	23	15	13	1.0	1	-6	0	-20	-2
COC(=O)c1c(NC(=O)C2CC=CCC2C(=O)O)sc(C(N)=O)c1C (stereo not drawn)	2	5	9	0.4	6	-7	-3	-13	-3
O=c1c2cc(Br)ccc2nc(-c2ccc(Cl)cc2)n1O	-13	17	6	0.1	8	-15	-7	-9	-3
COc1ccc(N2CCCC2=O)cc1S(=O)(=O)N1CCOCC1	-6	25	0	0.5	10	-13	-12	nt	-3
COc1cc(CCC(=O)OCC(=O)Nc2ccc(F)c(F)c2F)cc(OC)c1OC	13	-24	-3	2.0	6	-6	-1	-18	1
CC(NCc1ccc(S(N)(=O)=O)cc1)C(=O)N1c2ccccc2CC1C (stereo not drawn)	13	9	1	0.5	2	-8	-17	-15	-6
COc1ccccc1NC(=O)C1CCCN1S(=O)(=O)c1ccc(Cl)cc1 (stereo not drawn)	-11	-7	-5	0.3	28*	-15	-13	-17	6
OCC1OC(Oc2c[nH]c3ccccc23)C(O)C(O)C1O (stereo not drawn)	-16	-1	0	-0.2	2	-27	6	-5	-1
O=C(Nc1cccc(O)c1)c1cc(-c2ccccc2Cl)on1	22	5	5	3.6	6	-16	0	-7	-1
C=CCN(c1ccc(C(=O)OC)cc1)S(=O)(=O)c1ccccc1	-6	26	10	0.9	12	-16	-12	-7	4

M1 PAM: what is marked active above
Molecule,M1 PAM,M1 antag,M1 ag
COc1ccccc1NC(=O)C1CCCN1S(=O)(=O)c1ccc(Cl)cc1 (stereo not drawn),28*,-15,6

An excerpt from above in order of their number in M1 ag, rising.
SMILES,M1 ag
C[C@@H]1CCCCO[C@@H](CN(C)C(=O)CCCN(C)C)[C@@H](C)CN([C@H](C)CO)C(=O)c2cc(NC(=O)CCC(F)(F)F)ccc2O1,-6
C=CCN(CC=C)C(=S)NC(=O)c1ccc([N+](=O)[O-])cc1,-5
CC1(NC(=O)Cn2cc(C(F)(F)F)ccc2=O)CCS(=O)(=O)C1 (stereo not drawn),-2
COc1cc(CCC(=O)OCC(=O)Nc2ccc(F)c(F)c2F)cc(OC)c1OC,1
COc1ccccc1NC(=O)C1CCCN1S(=O)(=O)c1ccc(Cl)cc1 (stereo not drawn),6

Following part.
compound	TAAR1 antag	CHO-K1 Ca PAM	TAAR1 agonist	CHO-K1 Ca ag	M1 PAM	M1 antag	CHO-K1 Ca antag	CHO parental Ca	M1 ag
CCOc1ccccc1OCCCOc1ccc(C)cc1Cl	13	11	4	0.4	-1	4	-4	-16	-4
O=C(Cn1cnc2cc([N+](=O)[O-])ccc2c1=O)Nc1ccccc1-c1ccccc1	-5	21	-1	3.7	10	-11	-15	-23	-2
O=C(OCN1C(=O)c2ccccc2C1=O)c1cccc(S(=O)(=O)N2CCOCC2)c1	0	19	1	1.6	14	-9	-11	-3	-1
COc1ccccc1NC(=O)Cc1nnc(SCC(=O)NC2CCCCC2)n1C	-12	5	5	2.6	7	-4	-2	-8	1
COc1ccc(CC(=O)Nc2cccc(C)n2)cc1OC	14	12	0	1.9	9	-5	-8	-10	-2
Cc1ccc(-c2nnn(CCC(=O)NC3CCCC3)n2)cc1	11	11	7	1.2	9	-15	-18	-9	-2
N/C(=N\OC(=O)c1ccc([N+](=O)[O-])cc1)c1ccccn1	12	-11	1	-1.1	4	4	23	9	0
CCCCNC(=O)C1(C)CCCCN1C(=O)c1c(C)noc1C (stereo not drawn)	9	12	-1	0.4	3	-8	-6	nt	-3
O=C(NCC1CCCO1)C1CCCN(S(=O)(=O)c2ccc(Cl)cc2)C1 (stereo not drawn)	0	-1	1	1.4	5	-12	-5	-13	4
CCOc1cc(/C=N/N=C/c2ccc(O)c(OCC)c2)ccc1O	20	2	7	1.5	1	3	-11	-10	-4
OCc1nc2ccccc2n1Cc1c(F)cccc1Cl	-5	13	4	3.6	6	-6	-16	-3	1
O=c1c2ccccc2nc(SCc2cn3ccsc3n2)n1-c1ccccc1	-6	20	10	0.5	5	-24	-3	-28	-3
N#Cc1cccc(NC(=O)Cc2ccsc2)c1	-5	9	3	0.6	11	-8	-3	0	-3
Cc1nn(CCO)c(C)c1Oc1ccccc1O	-14	12	3	0.2	9	-12	-23	-15	-2
CCOC(=O)N1CCN(CCC(=O)Nc2ccccc2)CC1	10	-9	0	-0.5	0	-5	-2	-10	5

In the list so far, these have a CF3 group.
compound	TAAR1 antag	CHO-K1 Ca PAM	TAAR1 agonist	CHO-K1 Ca ag	M1 PAM	M1 antag	CHO-K1 Ca antag	CHO parental Ca	M1 ag
C[C@@H]1CCCCO[C@@H](CN(C)C(=O)CCCN(C)C)[C@@H](C)CN([C@H](C)CO)C(=O)c2cc(NC(=O)CCC(F)(F)F)ccc2O1	9	8	0	2.8	-4	3	1	nt	-6
CC1(NC(=O)Cn2cc(C(F)(F)F)ccc2=O)CCS(=O)(=O)C1 (stereo not drawn)	-9	8	-1	0.3	7	-8	-13	-2	-2

(next part)
compound	TAAR1 antag	CHO-K1 Ca PAM	TAAR1 agonist	CHO-K1 Ca ag	M1 PAM	M1 antag	CHO-K1 Ca antag	CHO parental Ca	M1 ag
O=C(CN1CCCC1)Nc1ccc(Oc2ccc(NC(=O)CN3CCCC3)cc2)cc1	-4	4	2	0.5	5	-8	-19	-11	-3
CC(C)NC(=O)COC(=O)c1cc(Br)ccc1Cl	-3	10	1	-0.1	1	-10	-15	-13	-3
Cc1ccccc1N(CC(=O)N1CCCCCC1)S(C)(=O)=O	9	1	1	1.2	2	-4	-2	-8	-7
NC(=O)NCC1CC1	13	-5	2	-0.1	4	2	-11	-3	-3
COc1cccc2c1cc1c(=O)n(CC(=O)NCCCc3ccccc3)nc(C)n12	nt	-22	nt	0.3	1	5	4	0	-3
CCOC(=O)C1(C)Oc2ccccc2C(c2ccc(OC)cc2)=C1C(=O)OC (stereo not drawn)	14	2	2	0.0	2	13	4	-25	-1
C/C(CC(=O)NC12CC3CC(CC(C3)C1)C2)=N\NC(=O)c1cnccn1	5	24	6	1.4	10	-11	-21	-6	-4
Cc1ccc(S(=O)(=O)NCCC(=O)Nc2cccc(Cl)c2)cc1	16	11	-3	1.7	4	-9	-8	-7	-6
Clc1ccc(-c2noc(CN3CCOCC3)n2)cc1	7	9	1	2.1	1	1	-7	-4	-2
Cc1ccc(S(=O)(=O)NC(=O)C2(C)CCN2C(=O)c2ccccc2)nc1 (stereo not drawn)	-23	2	5	0.6	4	-5	3	nt	-2
O=C(Cn1nnc(-c2ccccc2Cl)n1)N1CCN(S(=O)(=O)c2ccc(Cl)cc2)CC1	0	18	5	1.2	5	-4	-3	-13	-2
COc1ccc(NC(=O)N2CCCCCC2)cc1OC	-29	9	3	1.2	-2	-12	-3	-10	-1
COC(=O)c1ccc(-c2nc(CN3CCC(C(=O)N4CCOCC4)CC3)c(C)o2)cc1	nt	8	nt	0.9	5	-7	-3	-14	-4
